Bioassay records: PubChem BioAssay, Sanford-Burnham Center for Chemical Genomics
EBI2 antag = EBI2 (human) antagonism; P32249; EBI2 beta-arrestin recruitment, luminescence, 7a,25-OHC stimulated; inhibition, % at 5 µM; 360,000 compounds, 0.81% hits; in the data active means inhibition above about 38%;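 further: enzyme fragment complementation signal reports receptor beta-arrestin coupling in cells; 0% = agonist plus DMSO wells and 100% = wells without agonist; some results beyond the cut were filed as inactive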
Target sequence (P32249 whole entry, looked up, the tested form may be a part): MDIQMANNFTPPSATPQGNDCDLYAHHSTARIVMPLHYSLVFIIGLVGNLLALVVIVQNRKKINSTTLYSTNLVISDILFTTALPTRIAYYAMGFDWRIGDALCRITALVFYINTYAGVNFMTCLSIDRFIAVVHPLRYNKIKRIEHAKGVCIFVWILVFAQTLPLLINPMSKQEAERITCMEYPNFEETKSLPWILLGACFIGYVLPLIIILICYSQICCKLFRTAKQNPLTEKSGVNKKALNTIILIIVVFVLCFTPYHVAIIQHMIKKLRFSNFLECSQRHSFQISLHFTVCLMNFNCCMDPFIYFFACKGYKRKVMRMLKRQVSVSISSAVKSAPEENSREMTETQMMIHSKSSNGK
697 NFkB inh = lowers PMA/ionomycin-induced NF-kB signal in 697 B cells; 697 B-cell NF-kB luciferase reporter, 16 h; inhibition, % at 4 µM; 330,000 compounds, 0.33% hits; in the data active means inhibition above about 35%
CXCR6 inh = inhibitors of human CXCR6 receptor; inhibition, % at 20 µM; 360,000 compounds, 0.36% hits; O00574; CHO-K1 PathHunter CXCR6 beta-arrestin, luminescence; AID 602244; in the data active means inhibition above about 34%, passing the limit was not always enough;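 further: antagonist mode with CXCL16 agonist at 10 nM final; 0% = 10 nM CXCL16 with DMSO and 100% = unstimulated wells without agonist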
Target sequence (O00574 whole entry, looked up): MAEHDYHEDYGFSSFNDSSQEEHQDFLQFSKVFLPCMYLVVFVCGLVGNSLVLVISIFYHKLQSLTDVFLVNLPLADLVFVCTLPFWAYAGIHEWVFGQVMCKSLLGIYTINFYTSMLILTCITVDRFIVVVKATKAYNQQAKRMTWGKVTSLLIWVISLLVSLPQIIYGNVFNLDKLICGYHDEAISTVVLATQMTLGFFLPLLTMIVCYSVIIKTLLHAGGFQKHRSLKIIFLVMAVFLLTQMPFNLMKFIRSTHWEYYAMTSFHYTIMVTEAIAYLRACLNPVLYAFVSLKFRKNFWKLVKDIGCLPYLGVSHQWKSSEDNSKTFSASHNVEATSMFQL
Mdm2 MdmX PPI = inhibitors of human Mdm2/MdmX interaction | O15151+Q00987 | SaOS-2 split-luciferase Mdm2/MdmX complementation, luminescence | inhibition, % at 8 µM | 330,000 compounds, 3% hits | AID 485346;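 active means inhibition of at least 50% at 8 µM in the primary screen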
CHOP UPR activ = activators of apoptotic arm of unfolded protein response (CHOP); 330,000 compounds, 0.34% hits; activation, % at 10 µM; CHO-CHOP luciferase reporter, UPR activation, luminescence; percent of tunicamycin response over DMSO baseline;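 active means at 10 µM dose, activation of 40% or more, normalized to positive control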;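 further: 100% = tunicamycin at 10 µg/mL and 0% = DMSO alone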
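Dosing – one dose, 10 µM in 0.5% DMSO · System – CHO-CHOP cells, stable luciferase reporter of PERK-eIF2a-CHOP signalling · Input – 500 cells/well · Control set – tunicamycin 10 µg/mL final as positive, DMSO-only wells as negative · Timing – 6 h compound treatment, 37 °C · Measure – % activation vs tunicamycin · Technique – luminescence read with Steady-Glo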
CCR6 antag = CCR6 (human) receptor antagonism. 340,000 compounds, 0.49% hits. inhibition, % at 20 µM. CHO-K1 CCR6 PathHunter beta-arrestin, luminescence, CCL20-stimulated. P51684;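 active means compounds whose inhibition of the agonist-driven luminescence signal at 20 µM reaches about 50%, limit read from the data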;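 further: cells stimulated with CCL20 at 14 nM final; plate controls were DMSO with CCL20 for no effect and DMSO without agonist for full effect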
Target sequence (P51684 whole entry, looked up): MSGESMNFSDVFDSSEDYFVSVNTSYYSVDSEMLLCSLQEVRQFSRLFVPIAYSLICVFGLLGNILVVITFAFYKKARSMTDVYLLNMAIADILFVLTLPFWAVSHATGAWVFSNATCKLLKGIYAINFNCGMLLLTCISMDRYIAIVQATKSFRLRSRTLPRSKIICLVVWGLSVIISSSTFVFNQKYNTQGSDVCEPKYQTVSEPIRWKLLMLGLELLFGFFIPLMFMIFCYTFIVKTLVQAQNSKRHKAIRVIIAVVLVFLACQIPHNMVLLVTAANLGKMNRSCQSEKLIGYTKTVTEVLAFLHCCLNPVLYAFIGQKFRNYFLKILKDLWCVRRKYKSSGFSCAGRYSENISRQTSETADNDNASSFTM
Jurkat NFkB inh = lowers PMA/ionomycin-induced NF-kB signal in Jurkat cells. inhibition, % at 4 µM. AID 435003. PMA/ionomycin-induced NF-kB luciferase reporter, luminescence. 330,000 compounds, 0.53% hits; in the data active means inhibition above about 50%
Gli-Sufu antag = blocks Gli-Sufu signaling in a luciferase reporter; AID 588413; Sufu-KO-LIGHT fibroblasts, Gli luciferase reporter luminescence; 340,000 compounds, 0.74% hits; inhibition, % at 5 µM;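 active means inhibition above about 55%, limit read from the data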;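 further: 0% = DMSO-treated cells and 100% = wells with medium but no cells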
UPR XBP1 act = adaptive UPR (XBP1) activation | CHO-XBP1 luciferase reporter, IRE1-XBP1 UPR activation, luminescence; percent of tunicamycin response, DMSO as zero | activation, % at 20 µM | AID 463104 | 330,000 compounds, 0.33% hits;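 active means versus positive control, 20 µM dose yields 30% or more activation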;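 further: 100% = tunicamycin at 10 µg/mL and 0% = DMSO only wells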
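Material: CHO cell line with stable XBP1 luciferase reporter; schedule: 16-18 h cell attachment at 37 °C, then 6 h compound exposure; signal: glow luminescence from Steady-Glo reagent; medium: serum-containing F12 medium, 10% FBS; benchmarks: tunicamycin 10 µg/mL and vehicle-only wells; read-out: percent activation relative to tunicamycin reference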
Active calls of the source: *; . = no result given.

SMILES	EBI2 antag	697 NFkB inh	CXCR6 inh	Mdm2 MdmX PPI	CHOP UPR activ	CCR6 antag	Jurkat NFkB inh	Gli-Sufu antag	UPR XBP1 act
CCOC(=O)c1ccc(NC(=O)CSc2nnc(-c3ccncc3)n2C)cc1	-17	8	7	12	0.5	2	0	-6	-3
COc1cc(C(=O)OC(C)C(=O)Nc2ccc3c(c2)OCCO3)cc(OC)c1OC (configuration not stated)	5	3	2	3	0.1	10	17	-2	0
Cc1ccn2c(=O)c(NC(=O)c3cccc4ccccc34)c(C)nc2c1	-6	5	2	-8	0.6	2	4	-8	-2
Cc1ccccc1C1CC(=O)NC2=C1C(=O)CCC2 (configuration not stated)	6	-9	8	-23	1.8	3	-9	1	-1
Oc1ccc(-c2n[nH]c(=S)n2-c2ccc3c(c2)OCCO3)c(O)c1	0	.	-1	.	.	15	.	-2	.
Cc1cc(O)cc(=O)n1CCc1ccccc1	13	3	-3	20	-0.8	11	-1	-6	-6
O=C(c1ccco1)N1CCN(Cc2c(F)cccc2Cl)CC1	-4	-22	-7	3	3.4	2	-25	-34	-3
COc1ccc(C(=O)NCCS(=O)(=O)N2CCc3ccccc3C2)c(OC)c1	-3	-10	-2	-1	1.6	5	14	5	-1
CCCC(=O)C1=C(O)C(C(=O)OC)C(C)(C)CC1=Nc1cccc([N+](=O)[O-])c1 (configuration not stated)	5	-5	8	0	1.1	8	-2	-4	-3
CCOC(=O)CN1C(=O)C(C)(C)Oc2ccc(C(=O)NC(C)(C)CC)cc21	-1	21	1	3	-1.5	-8	-4	8	-2

Three records drawn at random from the list so far, as already listed:
SMILES	EBI2 antag	697 NFkB inh	CXCR6 inh	Mdm2 MdmX PPI	CHOP UPR activ	CCR6 antag	Jurkat NFkB inh	Gli-Sufu antag	UPR XBP1 act
Cc1ccn2c(=O)c(NC(=O)c3cccc4ccccc34)c(C)nc2c1	-6	5	2	-8	0.6	2	4	-8	-2
O=C(c1ccco1)N1CCN(Cc2c(F)cccc2Cl)CC1	-4	-22	-7	3	3.4	2	-25	-34	-3
COc1ccc(C(=O)NCCS(=O)(=O)N2CCc3ccccc3C2)c(OC)c1	-3	-10	-2	-1	1.6	5	14	5	-1

In a second layout: results already given.
SMILES | EBI2 antag | 697 NFkB inh | CXCR6 inh | Mdm2 MdmX PPI | CHOP UPR activ | CCR6 antag | Jurkat NFkB inh | Gli-Sufu antag | UPR XBP1 act
O=C(c1ccco1)N1CCN(Cc2c(F)cccc2Cl)CC1 | -4 | -22 | -7 | 3 | 3.4 | 2 | -25 | -34 | -3
COc1ccc(C(=O)NCCS(=O)(=O)N2CCc3ccccc3C2)c(OC)c1 | -3 | -10 | -2 | -1 | 1.6 | 5 | 14 | 5 | -1

More results follow:
SMILES	EBI2 antag	697 NFkB inh	CXCR6 inh	Mdm2 MdmX PPI	CHOP UPR activ	CCR6 antag	Jurkat NFkB inh	Gli-Sufu antag	UPR XBP1 act
O=C(CCn1[nH]c(=O)c2ccccc2c1=O)NCCO	-11	0	-5	3	-1.5	1	-2	4	2
NNc1nc2c(-c3ccc(F)cc3)nnn2c2ccccc12	-3	-170	-7	-161	3.4	7	-137	-51	2
COc1ccccc1OCC(=O)Nc1sc2c(c1C(N)=O)CCC2	3	-35	-2	-77	3.8	9	-3	-28	6
NS(=O)(=O)c1ccc(CCNC(=O)c2cccc([N+](=O)[O-])c2)cc1	-5	7	-5	-2	2.5	-4	1	0	0
NCCCC(=O)N1c2ccccc2Sc2ccccc21	-14	11	5	24	1.2	2	-1	6	-1
COc1cc(CSC)nc(-c2ccccc2)n1	-3	27	10	30	-1.0	1	5	2	-1
CSc1nc(C)c2c(c1C#N)CCCC2	5	-5	-2	2	-2.4	17	5	-6	0
Cc1csc(NC(=O)c2cccn2C)n1	-7	-84	0	-37	-0.8	-10	-79	-7	-3
O=C(OCC(=O)c1c[nH]c2ccccc12)c1ccco1	-6	-2	2	10	8.2	-5	-4	6	-1
CC(=O)c1c(C)[nH]c(C(=O)COC(=O)c2cc(C)oc2C)c1C	-2	4	4	-13	1.9	-1	6	11	-2
COc1cc(NC(=O)CSc2nnc3ccc(-c4ccncc4)nn23)cc(OC)c1	-12	26	-12	15	0.5	9	6	-12	5
Cc1ccnc(NC(=S)NC(=O)/C=C/c2ccco2)c1	5	-90	13	0	6.8	-5	-30	-61	2
N/C(Cc1ccc(Cl)cc1)=N\OC(=O)c1cccc2ccccc12	52*	-4	-14	99*	0.4	-2	21	1	4
NS(=O)(=O)c1ccc(CCNC(=O)c2ccc(Cl)c(S(=O)(=O)N3CCCCCC3)c2)cc1	-5	.	9	.	.	19	.	2	.
CN(C)CCCN(C(=O)c1ccc(S(=O)(=O)N2CCCCCC2)cc1)c1nc2ccc(Br)cc2s1	-20	-16	-1	71*	11	8	-15	43	47*
O=C(CSc1nnc2ccccn12)c1ccc2c(c1)OCCO2	-11	-40	-16	-7	-4.3	-12	-90	-54	-6
COc1cccc(/C=C2\C(=O)N(c3cccc(C)c3)C(=O)c3ccccc32)c1	17	21	-10	16	0.9	14	-3	-4	0
CCS(=O)(=O)N1CCC(C(=O)Nc2cccc(F)c2)CC1	-10	-24	-7	-18	-1.2	0	-3	-5	-3
Cc1ccc(S(=O)(=O)c2nc(S(C)(=O)=O)sc2N2CCCC2)cc1	-11	0	-1	13	-0.4	-18	-2	1	2
COc1ccccc1-c1cc(N)n(S(=O)(=O)c2cccc3nsnc23)n1	-10	-15	5	-10	-2.1	20	-2	11	0
CSc1nnc(CNS(=O)(=O)c2ccc(Cl)cc2)n1C	-13	-9	-5	4	0.8	9	4	-12	5
CCN(CC)c1nc2c(s1)C(=O)CC(C)(C)C2	-6	19	3	11	1.4	-38	-8	-7	-7
O=Cc1c(NCCc2ccc(F)cc2)c2ccccc2[nH]c1=O	45*	-7	4	24	0.4	11	10	4	-6
c1ccc(SCCN2CCc3ccccc3C2)cc1	8	-24	7	-11	3.5	13	-23	-38	4
Cc1cc2ncn(C3CC(=O)N(Cc4ccc(N5CCCC5=O)cc4)C3=O)c2cc1C (configuration not stated)	-7	-19	-9	-3	-1.9	-3	-10	12	1
O=[N+]([O-])c1ccc2[nH]cc(S(=O)(=O)N3CCN(c4cccc(Cl)c4)CC3)c2c1	-3	5	3	44	0.4	9	-1	-5	-3
COc1ccc(CCNC(=O)COC(=O)CCC(=O)c2ccc(F)cc2)cc1OC	9	18	-5	1	-1.0	9	0	-8	-2
O=[N+]([O-])c1ccc(O)c(/C=N/Nc2nc3ccccc3[nH]2)c1	7	-65	7	89*	5.3	25	55*	12	4
O=C(COc1ccccc1)Nc1nnc(S(=O)(=O)N2CCCCCC2)s1	0	-11	0	10	-1.5	0	-15	-6	-2
CCC(=O)Nc1ccc(S(=O)(=O)Nc2c(NC)c3ccccc3oc2=O)cc1	-13	-9	-1	11	2.7	5	0	-7	-3
O=c1[nH]nc2n1CCCCC2	7	11	5	9	0.0	-17	3	-5	-4
O=[N+]([O-])c1cc(C(F)(F)F)cc([N+](=O)[O-])c1NCCCN1CCOCC1	-7	-8	-16	23	0.9	-16	7	15	0
O=C(O[C@@H](C(=O)O)[C@@H](OC(=O)c1ccccc1)C(=O)O)c1ccccc1	1	17	0	11	0.9	-12	-2	25	0
Cc1ccc(O)c(N/C=C/C(=O)c2ccc(F)cc2)c1	-4	-50	9	-20	12	10	85*	24	3
C=CCN(CC=C)C(=S)NC(=O)/C=C/c1ccc(C)cc1	-7	4	2	7	-0.7	4	-3	1	1
Cc1cccc(CC(=O)N2CCC(n3nccc3NC(=O)C3CC3)CC2)c1	9	22	2	25	1.6	-1	6	-9	-6
COc1ccc(CCC(=O)Nc2cc([N+](=O)[O-])ccc2OC)cc1	4	-34	2	-14	3.1	24	1	-12	-3
O=C(Nc1c(C(=O)N2CCC(N3CCCCC3)CC2)oc2ccccc12)c1c(F)cccc1F	1	-4	8	22	1.2	-4	6	19	-4
O=[N+]([O-])c1ccc(/C=N/N2CCN(c3ccncc3S(=O)(=O)N3CCCCC3)CC2)cc1	22	-21	0	-3	-2.2	9	-9	28	-1
O=S(=O)(NCc1cn2ccccc2n1)c1cc(F)ccc1F	1	-1	-9	-13	0.2	6	-13	62*	-1
CN(C)c1ccc(/C=C2/NC(=O)NC2=O)cc1	6	-24	14	8	0.3	4	-22	-24	0
CCOc1ccc(C2c3c(oc4cc(C)c(C)cc4c3=O)C(=O)N2CCCN2CCOCC2)cc1 (configuration not stated)	-1	7	-1	17	0.8	5	-2	-1	-2
COc1ccc(NC(=O)/C(=C\c2ccccc2)NC(=O)c2ccco2)cc1	-10	11	3	22	-0.7	15	12	0	-4
O=C(N/N=C/c1ccccc1)C(=O)N/N=C/c1ccccc1	7	18	-15	29	0.2	7	10	25	-1
CC1CN(Cc2nc3c(c(=O)n(C)c(=O)n3C)n2Cc2ccccc2)CC(C)O1 (configuration not stated)	4	-6	-5	-13	-1.9	-4	-17	3	-1
COc1ccc(NC(=O)CSc2nnc(CNC(=O)c3ccco3)o2)cc1	-25	0	5	7	-2.5	23	-14	-11	0
CCOC(=O)N/N=C/c1cc(C)n(-c2ccccc2)c1C	-6	-8	-7	4	10	2	-16	-41	9
CC(C)=CCN1CCN(Cc2cnc(N3CCCC3)s2)CC1CCO (configuration not stated)	1	2	8	12	0.8	-1	-16	4	0
C/C(=N\NC(=O)c1ccc2ccccc2c1)c1cccnc1	5	-27	-6	-60	3.7	12	-34	-52	3
CCOc1ccc(N(C(C)=O)C2C=CS(=O)(=O)C2)cc1 (configuration not stated)	1	1	-3	12	1.0	8	-2	10	-3
Further records
SMILES	EBI2 antag	697 NFkB inh	CXCR6 inh	Mdm2 MdmX PPI	CHOP UPR activ	CCR6 antag	Jurkat NFkB inh	Gli-Sufu antag	UPR XBP1 act
O=C(NC1=NCCS1)c1ccccc1OCc1ccc(F)cc1	21	8	4	35	-1.6	12	-1	16	2
CCOc1ccc(NS(=O)(=O)c2ccc(OCC(=O)N3CCCC3)cc2)cc1	-6	9	-14	25	0.3	2	9	23	-4
COc1ccc(-c2cc(C(=O)Nc3c(C)n(C)n(-c4ccccc4)c3=O)c3ccccc3n2)cc1	-7	8	-5	31	4.5	16	15	8	-4
COc1cccc(CC(=O)OCC(=O)NCC(=O)Nc2cccc(C)c2C)c1	-4	-8	3	-6	3.6	8	-3	-14	4
N#Cc1nc(-c2ccc(F)cc2)oc1N1CCCC1	3	2	-5	4	-0.2	1	-36	-10	1
CCOC(=O)C1=NN(c2ccccc2)C(c2ccccc2)CC1=O (configuration not stated)	-3	-17	4	-4	1.2	-5	-7	3	-2
CCC(C)c1ccccc1N=Cc1ccc2c(c1)OCO2 (configuration not stated)	-4	8	0	5	0.4	12	5	18	-2
O=C(OCC#CCSc1nnc(-c2ccccc2)o1)c1cc2ccccc2o1	-5	16	4	-20	-0.9	17	-7	-15	-1
COc1ccc(C)cc1S(=O)(=O)N1CCN(c2cccc(C(F)(F)F)c2)CC1	16	16	-9	-13	-2.8	6	-4	12	3
Cc1ccc(C2OC3=C(C(=O)CC(C)(C)C3)C(N)=C2C#N)o1 (configuration not stated)	-1	10	-14	22	0.2	-1	-1	5	-5
Cc1cc(NC(=O)COC(=O)CNC(=O)c2cccs2)c([N+](=O)[O-])cc1C	-8	1	-1	-1	1.5	8	-9	2	-3
COCCN(CC(=O)Nc1cccc(C)c1C)C(=O)c1cc2ccccc2cc1OC	6	2	2	7	-2.0	12	-7	3	0
CN(C)c1nc(N(C)C)nc(N2CC(=O)N(c3ccccc3)C2=N)n1	1	-24	3	-3	0.3	5	-1	0	0
